HSF-1 act: HSF-1 activators, primary screen, NIH3T3-HGL cells, MG132 stress, luminescence, single point; AID 504408, 2011; NIH3T3-HGL HSF-1 luciferase reporter, 8 h; 100% = twice DMSO control signal; activation, % at 9 µM; 1.7% of 300,000 active;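 active = mean replicate activation of at least 50% with a set share of replicates each reaching 50%; inconclusive = only one of those two conditions met; inactive = mean below 50% and too few replicates reaching it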;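 note: 0% = median of the neutral control wells and 100% = twice that signal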
Platelet DG rel: inhibitors of platelet dense granule secretion, primary screen, cell-based, MLPCN, human platelets; human platelet-rich plasma, SFLLRN dense granule ATP release, luminescence; inhibition, %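 (compounds screened at 7.5 µM in platelet-rich plasma)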; 0.22% of 300,000 active;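 active = mean replicate score, as percent of positive control, at or above 50; inconclusive = mean below 50 but at least one replicate at or above 50; inactive = mean and every replicate below 50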
HSF1 inhib: HSF1 inhibitors in luciferase reporter cells, primary screen, cell-based, NIH3T3, luminescence | NIH3T3-HGL HSE-luciferase, MG132-induced, luminescence 8 h; hits give low values | activity change, negative = inhibition, % at 7.5 µM (by protocol) | 0.77% of 300,000 active;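 active = more than half of replicate wells show activity change below -50%, luminescence cut by over half; inconclusive = some wells, but at most half, below -50%; inactive = no replicate well below -50%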;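 note: luciferase reports HSF-1 transcriptional activity via heat shock element; 0% = median of DMSO wells and -100% = zero luminescence signal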
AI-2 QS mod: Vibrio harveyi AI-2 quorum sensing modulators, primary screen, JMH597 strain, luminescence/OD600 ratio; Vibrio harveyi JMH597 AI-2 luminescence/OD600 ratio, 9 h; hits give low values; strain lacks LuxN and CqsS sensors; 0 = neutral-control median; 0.4% of 300,000 active; AID 2094, 2009; activity change, % at 7.5 µM; in the data active = activity change below about -75%, passing the limit was not always enough; inconclusive = no clear call, values can overlap the other calls;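 note: luminescence divided by OD600 gain over 9 h not by final OD600 alone; inactives centre near 13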
HDAC3 inhib: HDAC3 deacetylase inhibitors, primary screen, biochemical, fluorescence, cell-free homogeneous. Histone deacetylase 3 (Homo sapiens), O15379. recombinant HDAC3, fluorogenic peptide/trypsin coupled. inhibition, % at 8.3 µM. 0.15% of 320,000 active. AID 2718, 2010; in the data active = inhibition above about 26%, passing the limit was not always enough; inconclusive = no clear call, values can overlap the other calls
Dyrk1A ADPGlo: rat Dyrk1A kinase inhibitors, primary screen, biochemical, single point, plate reader; 0.43% of 310,000 active; inhibition, % at 12.5 µM; ADP-Glo luminescence, NFATc1 peptide; Dual specificity tyrosine-phosphorylation-regulated kinase 1A (Rattus norvegicus), Q63470; in the data active = inhibition above about 50%;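 note: plate controls were vehicle with enzyme for no effect and no enzyme for full effect; many of its hits are not listed in these tables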
PolyA inh: polyadenylation inhibitors in yeast reporter cells, primary screen, luminescence, S. cerevisiae; AID 1875, 2009; calls only at 12 µM; 0.02% of 300,000 active; S. cerevisiae SKY197-pL101 polyadenylation reporter, beta-gal luminescence; efflux-impaired pdr1/pdr3 knockout yeast; score 100 = 6 SD above DMSO;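 active = lowest replicate activity score at least 50, where 100 means six control SD above control mean; inconclusive = lowest score under 50 but half or more replicates reach 50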;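 note: yeast exposed to compound for 9 h at 30 °C; higher score means more reporter readthrough which indicates perturbed polyadenylation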
GSK3 alpha inh: blockers of GSK3A enzyme activity – biochemical, luminescence, cell-free homogeneous, HTS, primary screen; 0.1% of 320,000 active; GSK-3 alpha kinase, ADP-Glo luminescence, 60 min; inhibition, % at 10 µM; AID 2650, 2010;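 in the data active = inhibition above about 50%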;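 note: GST-tagged GSK-3 alpha with peptide substrate and 25 µM ATP; 0% = DMSO neutral wells and 100% = GW8510 positive control wells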
Target sequence (P49840 whole entry, looked up): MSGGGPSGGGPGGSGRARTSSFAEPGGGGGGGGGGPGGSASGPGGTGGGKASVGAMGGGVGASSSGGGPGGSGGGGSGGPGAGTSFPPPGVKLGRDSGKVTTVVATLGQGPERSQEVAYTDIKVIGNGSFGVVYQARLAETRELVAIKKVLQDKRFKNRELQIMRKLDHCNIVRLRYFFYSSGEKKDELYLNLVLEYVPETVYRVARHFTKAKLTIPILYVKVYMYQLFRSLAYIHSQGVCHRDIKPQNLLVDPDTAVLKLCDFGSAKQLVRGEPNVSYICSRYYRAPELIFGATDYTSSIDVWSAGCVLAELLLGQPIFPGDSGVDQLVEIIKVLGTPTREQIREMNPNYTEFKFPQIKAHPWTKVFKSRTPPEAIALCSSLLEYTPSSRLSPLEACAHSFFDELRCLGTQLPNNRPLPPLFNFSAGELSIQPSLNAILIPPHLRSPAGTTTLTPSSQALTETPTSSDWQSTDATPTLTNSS
GSK3B inh: human GSK3beta kinase inhibitors, primary screen, biochemical, cell-free homogeneous, HTS; GST-GSK3beta kinase, ADP-Glo luminescence, 60 min; hits give low values; activity score (negative = inhibition), % at 10 µM; 0.038% of 300,000 active; AID 2097, 2009;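 active = more than half of replicate wells score below -50%, meaning over 50% inhibition versus plate controls; inconclusive = some replicates but at most half score below -50%; inactive = no replicate scores below -50%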;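 note: 0% = median DMSO wells and -100% = median GW8510 positive control wells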
Target sequence (P49841 whole entry, looked up): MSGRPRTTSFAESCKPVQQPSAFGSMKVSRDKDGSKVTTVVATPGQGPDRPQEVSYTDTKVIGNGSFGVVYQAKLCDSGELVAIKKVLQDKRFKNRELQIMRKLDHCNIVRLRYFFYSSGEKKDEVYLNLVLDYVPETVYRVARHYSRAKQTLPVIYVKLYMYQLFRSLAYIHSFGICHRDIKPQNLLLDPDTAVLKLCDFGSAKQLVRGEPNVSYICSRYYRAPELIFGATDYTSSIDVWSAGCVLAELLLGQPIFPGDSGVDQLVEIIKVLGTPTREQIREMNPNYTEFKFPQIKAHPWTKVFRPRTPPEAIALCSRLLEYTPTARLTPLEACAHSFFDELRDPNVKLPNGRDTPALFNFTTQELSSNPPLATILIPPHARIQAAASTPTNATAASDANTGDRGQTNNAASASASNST
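Assay system: GST-fused GSK3beta enzyme, cell-free / Medium: Tris pH 7.5 buffer with MgCl2, DTT, BSA, heparin / Also added: peptide substrate plus 25 µM ATP (final) / Compound: 10 µM single point / Timing: kinase reaction with compound 60 min at room temperature / Detection: ADP-Glo luminescence / Benchmarks: DMSO neutral wells and GW8510 at 20 µM as positive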
HSP90 refold inh: HSP90 inhibitors, primary screen, cell lysate, luminescence | Heat shock protein HSP 90 (rabbit reticulocyte lysate; luciferase refolding) | Rabbit reticulocyte lysate, luciferase refolding luminescence, 3 h | inhibition, % at 5.6 µM | 0.91% of 290,000 active | AID 1789, 2009;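 active = inhibition above the screen-wide mean plus 3 SD, computed separately per campaign, cut at about 16% in these data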;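 note: 0% = DMSO wells and 100% = 60 µM geldanamycin wells; inhibitors lower the luminescence because luciferase stays unfolded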
Numbers without * were called inactive; i = inactive; ? = inconclusive; nt = not tested or not shown.

HSF-1 act	Platelet DG rel	HSF1 inhib	AI-2 QS mod	HDAC3 inhib	Dyrk1A ADPGlo	PolyA inh	GSK3 alpha inh	GSK3B inh	HSP90 refold inh	molecule
12	-10	13	14	2	6	i	0	9	6	CC(C)C(=O)Nc1cccc(-c2cnc3ccccc3n2)c1
-7	9	-3	33	0	-2	i	-3	2	1	Cc1cccc(OCCCC(=O)O)c1C
0	2	-7	10	-7	-1	i	-21	-1	-2	COC(=O)c1cc(NC(=O)c2cccnc2)ccc1N1CCOCC1
3	-4	9	47	2	2	i	0	0	-3	COc1ccc(OC)c(-c2csc(NC(=O)Cc3ccccc3F)n2)c1
25	12	5	34	2	1	i	-2	0	4	CCCN(CC(=O)Nc1ccc(Cl)cc1Cl)C(=O)/C=C/c1cccc([N+](=O)[O-])c1
15	4	6	11	6	0	i	1	1	-4	C/C(CC(=O)Nc1ccc(OCc2ccccc2)cc1)=N\NC(=O)C(=O)Nc1cccc(C)c1
-5	-12	-5	9	0	5	i	0	3	1	COc1ccc(/C=N/NC(=O)C(C)n2nnc3ccccc32)cc1OC (stereo not drawn)
11	1	5	9	3	13	i	-1	-1	1	O=C(Cc1c(O)c2ccccc2[nH]c1=O)OC1CCCCC1
3	4	-3	21	3	-6	i	-1	-25	7	CC1CCCC(C)N1C(=O)CN1C(=O)C(C)(C)Oc2ccc(C(=O)NC3CCCC3)cc21 (stereo not drawn)
-18	2	-4	15	2	1	i	-3	-1	0	COC(=O)c1ccc(N2CCOCC2)c(NC(=O)c2cccs2)c1
3	3	0	14	11	3	i	1	2	-3	Cc1ccc(C(=O)C[n+]2ccc(-c3nnc4n3CCC4)cc2)cc1
-46	1	-30	26	2	0	i	-3	0	0	CC(C)CNS(=O)(=O)c1ccc(CCC(=O)N2CCN(c3ccc(F)cc3)CC2)cc1
15	2	5	3	-3	-2	i	-1	3	-4	COc1cc(OC)cc(-n2nnnc2SCC(=O)Nc2nc3c(s2)CCCC3)c1
6	-50	1	34	21	4	i	-1	-1	0	Nc1c(C(=O)Nc2ccccc2)c2nc3ccccc3nc2n1CCCN1CCOCC1
7	6	14	1	-6	-2	i	-5	2	2	O=C(Nc1ccc(Cl)cc1)c1sccc1-n1cccc1
4	-8	-5	5	nt	nt	i	1	0	1	Nc1nonc1-n1nnc(C(=O)N/N=C/c2ccccc2)c1CSc1ccccc1
1	-3	0	5	-1	10	i	-3	-5	nt	Cc1ccc(Nc2nnc(C)c3ccccc23)c(C)c1
-10	8	-7	13	5	1	i	-2	-1	1	COc1ccc(COc2cc(-c3cccc(OC)c3)nc3ccc(NC(=O)c4cccnc4)cc23)cc1
3	-6	-5	36	6	-1	i	0	-2	-9	C=C(C)C1CC=C(C)/C(=N/NC(=O)c2ccc(NC(=O)c3cccc(C)c3)cc2)C1 (stereo not drawn)
-7	-6	-1	14	-1	6	i	7	4	1	CCc1cc2c(=O)c(-c3cnn(-c4ccccc4)c3)c(C(F)(F)F)oc2c(CN(C)C)c1O
1	14	0	2	8	-2	i	-1	0	-2	Cc1cc([N+](=O)[O-])ccc1NC(=O)COc1nsnc1N1CCOCC1
-2	2	-11	43	4	10	i	-2	-3	3	COc1ccc(Cc2nn3c(-c4ccccc4OC)nnc3s2)cc1
34	-1	1	10	5	-5	nt	-1	2	2	CC(=NCc1ccc2c(c1)OCO2)C1=C(O)c2ccccc2C1=O
43	11	16	4	-4	-9	i	12	2	0	Cc1nc2c3cc(F)ccc3n(Cc3ccccc3)c2s1
18	5	-1	37	6	46	i	3	-3	1	c1cncc(-c2nc(NCC3COc4ccccc4O3)c3ccccc3n2)c1 (stereo not drawn)
4	-21	-3	23	0	-1	i	-4	0	1	CC(=O)N1CCN=C1SCc1ccccc1
-3	-3	-5	28	?	17	i	0	-2	6	CN1c2ccsc2/C(=N/NC(=O)c2c(F)cccc2F)CS1(=O)=O
-19	-3	-5	5	-3	-2	i	-1	3	-1	Cc1ccc(NC(=O)CN(C)C(=O)Cc2ccccc2F)cc1
-5	3	-5	15	14	11	i	0	0	-1	CCCCNC(=S)NNC(=O)c1cc(-c2cccnc2)nc2ccccc12
nt	7	nt	12	-13	11	i	7	-3	3	OC1(c2cccc(C(F)(F)F)c2)CCN(Cc2nc(-c3cnccn3)no2)CC1
18	6	0	-5	1	nt	i	13	-11	4	CCCCCC[N+](C)(C)CC/C=C1/c2ccccc2Sc2ccc(Cl)cc21
4	7	-3	20	-7	9	i	0	-4	1	Cc1ccc(NC(=O)C2C3C=CC4(CN(Cc5cccnc5)C(=O)C24)O3)cc1F (stereo not drawn)
14	17	3	-2	8	-10	i	0	1	2	CC(C)c1ccc(C2/C(=C(/O)c3ccc(F)cc3)C(=O)C(=O)N2CCCN2CCOCC2)cc1 (stereo not drawn)
-22	-2	-17	10	9	-4	i	0	-22	-1	COC(=O)c1ccc(N/C=C/C(=O)c2ccc(OC)c(OC)c2)cc1
-12	8	2	14	1	nt	i	-2	2	2	Cc1scc(C(=O)N2CCN(c3ccc(Cl)cc3)CC2)c1C
2	5	-10	20	-2	-2	i	-2	-3	3	CCOc1ccc(C(=O)Nc2ccc(-c3nc4ccccc4[nH]3)cc2)cc1[N+](=O)[O-]
-7	5	1	nt	3	0	i	1	-5	0	COCCNC(=O)C1CCCN(S(=O)(=O)c2cccc3nsnc23)C1 (stereo not drawn)
21	8	3	6	0	-1	i	-1	3	-2	CC(C)COC(=O)/C(C#N)=C/c1cn(Cc2ccccc2)c2ccccc12
3	-6	-2	43	1	-2	i	-1	0	4	Cc1ccc(S(=O)(=O)N2CCC[C@H]2C(=O)OCC(=O)c2ccc3c(c2)NC(=O)CO3)cc1
-7	4	3	-9	2	0	i	3	-3	-4	Cc1ccc(S(=O)(=O)NCCCNS(=O)(=O)c2ccccc2[N+](=O)[O-])cc1
-12	-2	6	-39	0	-2	i	1	-1	nt	O=C1c2ccccc2C(=O)N1Cc1nc(-c2ccccc2)no1
-1	12	-3	42	1	nt	i	1	-2	5	CC(C)=NNc1nc2c(c(=O)n(C)c(=O)n2C)n1CCc1ccccc1
-3	5	2	42	0	16	i	-1	-1	1	CC1CCCC(NC(=O)CCC(=O)c2ccc(F)cc2)C1C (stereo not drawn)
23	-16	7	30	4	5	i	1	9	-3	COc1ccc(/C=C/C(=O)NCCCn2ccnc2)cc1
-8	5	-4	36	5	nt	i	4	-14	nt	CN(C)CC/C=C1\c2ccc(F)cc2Sc2cc(F)c(Cl)cc21
-3	0	-2	11	-2	-4	i	0	2	-4	Cc1nc(Nc2ccc(S(=O)(=O)N3CCCC3)cc2)c2nnn(Cc3ccccc3)c2n1
12	-3	2	3	-1	-2	i	-1	-2	-3	Cc1cccc(C(=O)Nc2ccc(Oc3cnccn3)cc2)c1
-13	-1	-3	16	5	-6	i	1	3	-5	Cc1ccc(NC(=O)N(C2=NCC(C)S2)c2ccccc2)cc1 (stereo not drawn)
16	1	19	19	6	nt	i	-4	-1	1	O=C(CSc1nc(C2CCCCC2)nc2ccccc12)N1CCCC1
9	3	-3	26	-14	-4	i	-1	0	-2	Cc1ccc(C(C)C)c(Oc2cnccn2)c1
-2	-1	2	16	7	-1	i	-2	-4	1	CCS(=O)(=O)CCSc1nc(C)cc(C)c1C#N
-8	-14	-8	10	5	2	i	0	-3	2	CCC(C)[C@H](NC(=O)NCc1ccccc1Cl)C(=O)O (stereo partly drawn)
-17	3	4	3	-1	nt	nt	-2	1	1	COc1ccc(OC)c(S(=O)(=O)NCc2csc(-c3ccccc3)n2)c1
-25	5	-6	27	7	-2	i	nt	-2	2	COc1ccccc1/C=C1\S/C(=N/NC(=O)c2cccc(Br)c2)NC1=O
11	0	-1	9	5	-4	i	1	2	-3	Cc1ccc(NS(=O)(=O)N2CCOCC2)cc1

Structural class: those above with fluorine
HSF-1 act	Platelet DG rel	HSF1 inhib	AI-2 QS mod	HDAC3 inhib	Dyrk1A ADPGlo	PolyA inh	GSK3 alpha inh	GSK3B inh	HSP90 refold inh	molecule
3	-4	9	47	2	2	i	0	0	-3	COc1ccc(OC)c(-c2csc(NC(=O)Cc3ccccc3F)n2)c1
-46	1	-30	26	2	0	i	-3	0	0	CC(C)CNS(=O)(=O)c1ccc(CCC(=O)N2CCN(c3ccc(F)cc3)CC2)cc1
-7	-6	-1	14	-1	6	i	7	4	1	CCc1cc2c(=O)c(-c3cnn(-c4ccccc4)c3)c(C(F)(F)F)oc2c(CN(C)C)c1O
43	11	16	4	-4	-9	i	12	2	0	Cc1nc2c3cc(F)ccc3n(Cc3ccccc3)c2s1
-3	-3	-5	28	?	17	i	0	-2	6	CN1c2ccsc2/C(=N/NC(=O)c2c(F)cccc2F)CS1(=O)=O
-19	-3	-5	5	-3	-2	i	-1	3	-1	Cc1ccc(NC(=O)CN(C)C(=O)Cc2ccccc2F)cc1
nt	7	nt	12	-13	11	i	7	-3	3	OC1(c2cccc(C(F)(F)F)c2)CCN(Cc2nc(-c3cnccn3)no2)CC1
4	7	-3	20	-7	9	i	0	-4	1	Cc1ccc(NC(=O)C2C3C=CC4(CN(Cc5cccnc5)C(=O)C24)O3)cc1F (stereo not drawn)
14	17	3	-2	8	-10	i	0	1	2	CC(C)c1ccc(C2/C(=C(/O)c3ccc(F)cc3)C(=O)C(=O)N2CCCN2CCOCC2)cc1 (stereo not drawn)
-3	5	2	42	0	16	i	-1	-1	1	CC1CCCC(NC(=O)CCC(=O)c2ccc(F)cc2)C1C (stereo not drawn)
-8	5	-4	36	5	nt	i	4	-14	nt	CN(C)CC/C=C1\c2ccc(F)cc2Sc2cc(F)c(Cl)cc21

Some of the compounds tested (hit frequency here may not be typical).
